Screening results: PubChem, National Center for Advancing Translational Sciences (NCATS)
Tau fibril ThT: blocks human tau fibril formation measured by thioflavin T; AID 1460; P10636; hit rate 2.1% among 270,000; recombinant tau K18 P301L, heparin-induced fibrillization, ThT fluorescence; Potency, µM (highest dose often 57.4 µM), without a hit: at the top dose activity, negative = inhibition, most hits filed as inhibitors; also: nearly all actives have a fitted effect of over 55% in size
Target sequence (P10636 561-689 P618L limits assumed): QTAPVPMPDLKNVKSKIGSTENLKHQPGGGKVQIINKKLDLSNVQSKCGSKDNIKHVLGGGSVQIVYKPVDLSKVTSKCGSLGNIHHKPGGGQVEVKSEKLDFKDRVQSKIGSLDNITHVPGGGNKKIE
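In this qHTS, human K18 P301L tau is incubated with compound and heparin for 6 hr at 37 C, and Thioflavin T fluorescence then reports fibril load.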
aGal spleen mod: inhibitors or activators of human alpha-galactosidase in spleen homogenate. P06280. Potency, µM (highest dose often 80 µM), inactives show at the highest dose activity change, negative = inhibition, hits mostly inhibitors. hit rate 0.008% among 240,000. AID 2107. human spleen homogenate, 4MU-alpha-Gal fluorescence, 40 min;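 also: 0% = enzyme with vehicle and -100% = no enzyme basal signal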
Target sequence (P06280 32-429 limits assumed): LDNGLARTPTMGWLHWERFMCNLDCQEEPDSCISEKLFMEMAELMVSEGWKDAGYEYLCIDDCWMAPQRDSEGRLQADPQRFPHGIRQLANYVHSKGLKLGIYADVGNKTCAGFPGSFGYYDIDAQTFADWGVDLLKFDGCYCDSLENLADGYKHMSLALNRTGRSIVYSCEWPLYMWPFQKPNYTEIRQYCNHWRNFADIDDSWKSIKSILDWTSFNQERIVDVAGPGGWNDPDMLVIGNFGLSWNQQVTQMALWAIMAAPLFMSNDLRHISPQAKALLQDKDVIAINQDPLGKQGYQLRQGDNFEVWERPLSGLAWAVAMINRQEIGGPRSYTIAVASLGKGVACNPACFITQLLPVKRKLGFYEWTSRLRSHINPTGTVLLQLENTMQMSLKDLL
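Human spleen homogenate (1 ug) as enzyme source, 4-methylumbelliferyl-alpha-D-galactopyranoside 1 mM final, citrate/phosphate pH 5.0 with 0.01% Tween-20. Compounds 40 min at 37C, NaOH/glycine stop; fluorescence Ex 365/Em 440, Hill-fit AC50.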
L3MBTL1 inh: inhibitors of human L3MBTL1; AlphaScreen L3MBTL1–H3K9me1 peptide binding; hit rate 0.66% among 230,000; Q9Y468; Potency, µM (series often up to 57.1 µM), for inactives: at the highest dose activity, negative = inhibition, actives largely listed as inhibitors; also: nearly all actives have a fitted effect of over 60% in size
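L3MBTL1 (50 nM) pre-complexed 30 min with biotinylated H3(1-15)K9me1 peptide (75 nM), then compounds added for 30 min at room temperature; AlphaScreen streptavidin donor/nickel chelate acceptor beads (10 ug/mL final) read after 30 min dark incubation.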
Tau FP inhib: blocks human tau fibril formation measured by polarization | Potency, µM (titrated, usually from 57.7 µM), for the others: top-dose activity, negative = inhibition, actives largely listed as inhibitors | hit rate 0.39% among 280,000 | K18 P301L tau heparin fibrillization, Alexa594 FP, 6 h | P10636 | AID 1468; also: nearly all actives have a fitted effect of over 55% in size
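FP of Alexa 594-tau after heparin (20 uM) induction. Substrate: human K18 P301L, 15 uM unlabeled, 0.24 uM labeled. Buffer 100 mM sodium acetate pH 7. 6 hr, 37 C.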
TR SRC2 fluor cs: alters Texas Red total fluorescence, flagging assay interference; TRb/SRC2 Texas Red total fluorescence interference; Potency, µM (series often up to 106 µM), for inactives: top-dose fluorescence change, negative = quenching; hit rate 0.29% among 280,000; AID 1479; active = well fitted curve in either direction with a large enough effect; inconclusive = small, poorly fitted or top-dose-only effect
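Human TRβ ligand-binding domain (0.6 uM) and Texas Red SRC2 peptide (20 nM) in Tris buffer with 1 uM T3 and 5% DMSO were incubated with pinned compound for 5 hr at ambient temperature. Total fluorescence was computed as S + 2P (555/632 nm).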
ALDH1A1 block: inhibitors of human aldehyde dehydrogenase 1A1 | Purified ALDH1A1, NADH fluorescence, propionaldehyde substrate | Potency, µM (series often up to 75.3 µM), for inactives: at the top dose activity, negative = inhibition, most hits filed as inhibitors | hit rate 7.3% among 220,000; active = well fitted inhibition curve with a large enough effect, not every such curve was filed as active; inconclusive = small, poorly fitted or top-dose-only effect, or another doubt; inactive = no such curve, though single readings can be large or run the other way;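 also: plate controls were no enzyme wells and a reference inhibitor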
Target sequence (P00352 whole entry, looked up): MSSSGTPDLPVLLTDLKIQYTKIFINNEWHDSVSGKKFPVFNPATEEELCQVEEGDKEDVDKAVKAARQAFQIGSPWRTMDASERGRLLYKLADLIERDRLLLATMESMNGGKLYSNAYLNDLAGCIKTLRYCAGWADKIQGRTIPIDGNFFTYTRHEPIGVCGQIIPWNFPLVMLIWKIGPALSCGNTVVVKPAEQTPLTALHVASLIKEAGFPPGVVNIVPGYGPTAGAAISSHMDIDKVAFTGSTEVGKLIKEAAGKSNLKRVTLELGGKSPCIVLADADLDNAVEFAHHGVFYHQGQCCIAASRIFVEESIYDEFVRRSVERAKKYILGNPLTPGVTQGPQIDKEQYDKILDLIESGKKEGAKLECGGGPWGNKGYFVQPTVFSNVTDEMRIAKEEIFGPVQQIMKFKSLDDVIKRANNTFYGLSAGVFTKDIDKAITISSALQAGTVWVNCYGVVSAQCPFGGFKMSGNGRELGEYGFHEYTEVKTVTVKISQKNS
TRb-SRC2 inh: disrupts binding of human TR beta to SRC2 | P10828 | TRbeta-SRC2 peptide binding, fluorescence polarization; receptor liganded with 1 µM T3 | Potency, µM (doses to about 106 µM), inactives show at the top dose activity change, negative = inhibition, most hits filed as inhibitors | hit rate 0.065% among 280,000 | AID 1469;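 also: plate controls were bound peptide for no effect and peptide without receptor for full effect; nearly all actives have a fitted effect of over 50% in size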
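Assay buffer: 20 mM Tris-HCl, 100 mM NaCl, 10% glycerol, 1 mM EDTA, 0.01% NP-40, 1 mM DTT, 1 uM T3, 5% DMSO; TRb LBD 0.6 uM, Texas Red SRC2 20 nM; FP after 5 hr.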
Tau fluor counter: counter-screen for tau fibril formation inhibitors; tau K18 P301L (four-repeat tau fragment) Alexa594 fluorescence, heparin fibrillization; Potency, µM (top dose mostly 57.7 µM), without a hit: top-dose activity change, negative = decrease; hit rate 0.93% among 280,000; AID 1463; also: nearly all actives have a fitted effect of over 55% in size
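Human K18 P301L tau (15 uM unlabeled plus 0.24 uM Alexa 594-labeled, final) in 100 mM sodium acetate pH 7 was mixed with compound and 20 uM heparin and incubated 6 hr at 37 C.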
Numbers without * were called inactive; ? = inconclusive; . = no result given; [ ] = remark or other dose. Unless noted, calls follow the shape of the dose curve; as a rule, active = well fitted curve in the direction sought with a large enough effect; inconclusive = small, poorly fitted or top-dose-only effect, or another doubt; inactive = no such curve, though single readings can be large; an effect the other way counts as inactive or inconclusive. Unless noted, % is scaled to controls: 0 for no effect and ±100 for the full control effect; potency is read from the fitted curve at half-maximal effect.

Under each structure: Tau fibril ThT	aGal spleen mod	L3MBTL1 inh	Tau FP inhib	TR SRC2 fluor cs	ALDH1A1 block	TRb-SRC2 inh	Tau fluor counter
CNc1sc(C(=O)c2ccccc2F)c(N)c1-c1nc2ccccc2s1
    7.9µM*	-3%	.	3%	-7%	?	-2%	11µM*[quencher]
CCCOc1ccccc1N/C(=N/c1nc(C)cc(C)n1)NC(=O)COc1ccc(OC)cc1
    ?	7%	.	6%	3%	2%	1%	-10%
COc1cc(C(=O)NCc2ccc(-n3cccc3)cc2)cc(OC)c1OC
    -3%	2%	4%	-1%	1%	?	0%	-12%
O=C(Nc1ccc(Cl)cc1C(=O)O)c1ccc2c(c1)C(=O)N(Cc1ccco1)C2=O
    ?	-6%	?	?	-6%	3.8µM*	-8%	-15%
COc1cccc2sc(N(Cc3cccnc3)C(=O)C3COc4ccccc4O3)nc12 (stereo unspecified)
    3%	.	.	-10%	1%	.	-1%	-5%
COc1ccc(-c2nn3c(=O)cc(CN4CCN(C(=O)Nc5cc(C)ccc5C)CC4)nc3s2)cc1
    -14%	.	.	0%	-3%	.	-4%	0%
COC(=O)c1ccc(-n2nnc(-c3nc(-c4ccc5c(c4)OCO5)no3)c2C)cc1
    ?	.	.	-4%	-3%	.	-2%	-11%
O=C(CSc1nc2ccccc2s1)NNC(=S)Nc1ccc(Br)cc1
    ?	-4%	-2%	2%	1%	8.9µM*	2%	?
O=C(CSCc1cnn(-c2ccccc2)c1-n1cccc1)NCc1ccccn1
    -4%	-7%	-12%	6%	-2%	9%	10%	-6%
Cc1cccc(C)c1NC(=O)c1ccc2nc(CCc3ccccc3)oc2c1
    -16%	.	.	5%	-4%	.	8%	-7%
O=C(Nc1ccc(S(=O)(=O)Nc2nccs2)cc1)c1cc(=O)[nH]c2ccccc12
    -15%	1%	-15%	-11%	3%	?	11%	-21%
COC(=O)CC1Oc2cc3oc4c(c3cc2O1)C(=O)CC(C)(C)C4 (stereo unspecified)
    -12%	4%	.	-2%	-1%	10µM*	2%	-10%
CC(C)(C)c1ccccc1OCCCCN1CCCC1
    -4%	2%	.	-9%	0%	?	-1%	-5%
Cc1cc(-c2n[nH]c(=S)n2/N=C/c2cccc([N+](=O)[O-])c2)n[nH]1
    -15%	-3%	1%	-2%	-2%	?	-5%	-9%
O=C(Nc1cccc(-c2nc3cccnc3s2)c1)c1cccnc1Cl
    .	0%	.	?	0%	.	6%	-10%
CC1CCc2onc(C(=O)N3CCN(c4cccc(C(F)(F)F)c4)CC3)c2C1 (stereo unspecified)
    ?	.	.	-6%	?	.	0%	-13%
O=C(Nc1ccc(Cl)cc1)N1CCc2ccccc2C1
    4%	6%	-28%	2%[2.34 µM]	-4%	-10%	-10%	-13%[2.34 µM]
Cc1ccccc1NC(=O)CN1CCC(n2nnc3ccccc32)CC1
    -5%	9%	3%	3%	3%	2%	4%	1%
COc1ccc(CNC(=S)N2CCN(Cc3ccccc3)CC2)cc1
    -4%	-2%	.	-4%	0%	.	2%	-19%
Fc1cc2[nH]c(=S)[nH]c2cc1Cl
    -9%	5%	-2%	5%	-6%	32µM*	-6%	-10%
NC(N)=Nc1nc2ccc(Cl)cc2c(=O)[nH]1
    -4%	-7%	6%	-2%	9%	-1%	-1%	-2%
CC(=O)c1c(C)oc2c1cc(NS(=O)(=O)c1ccc(Cl)c(C)c1)c1ccccc12
    4%	.	.	-9%	-4%	.	1%	?
O=C(Cn1nnc2c(cnn2-c2ccc(F)cc2)c1=O)Nc1ccccc1C(F)(F)F
    4%	4%	8%	-7%	-7%	?	-2%	9%
Cc1ccnc2nc(C(=O)OCC(=O)N3CCc4ccccc43)nn12
    -12%	29%	17%	-4%	-3%	-13%	3%	-1%
Cc1ccc[n+](CC(=O)Nc2nc3ccccc3s2)c1
    7%	3%	-2%	-2%	2%	14µM*	3%	5%
COC(=O)c1cccc(NC(=O)CSc2nc(C)cc(=O)[nH]2)c1
    -1%	2%	?	-4%	-1%	?	-19%	-3%
COCOc1cc(OC)ccc1C(=O)/C=C/c1ccc([N+](=O)[O-])cc1
    ?	-7%	.	?	0%	-9%	6%	-26%
Cc1cc(-c2ccc(C)c(S(=O)(=O)NCC3CCN(Cc4ccccc4F)CC3)c2)on1
    4%	.	.	0%	-1%	.	2%	-12%
CC(C)N1C(=O)/C(=C\c2nc3ccccc3c(=O)[nH]2)c2ccccc21
    28µM*	4%	?	15%	-2%	13µM*	6%	?
Cc1ccc(SC(C)C(=O)Nc2c(C)n(C)n(-c3ccccc3)c2=O)cc1 (stereo unspecified)
    -10%	1%	.	-1%	-1%	-1%	10%	-7%

Profiles from above. Values in the order: Tau fibril ThT, aGal spleen mod, L3MBTL1 inh, Tau FP inhib, TR SRC2 fluor cs, ALDH1A1 block, TRb-SRC2 inh, Tau fluor counter
Shown for `COc1ccc(CNC(=S)N2CCN(Cc3ccccc3)CC2)cc1` = -4%, -2%, ., -4%, 0%, ., 2%, -19%
Shown for `Cc1ccccc1NC(=O)CN1CCC(n2nnc3ccccc32)CC1` = -5%, 9%, 3%, 3%, 3%, 2%, 4%, 1%
Shown for `CC(=O)c1c(C)oc2c1cc(NS(=O)(=O)c1ccc(Cl)c(C)c1)c1ccccc12` = 4%, ., ., -9%, -4%, ., 1%, ?
Shown for `Cc1ccc[n+](CC(=O)Nc2nc3ccccc3s2)c1` = 7%, 3%, -2%, -2%, 2%, 14µM*, 3%, 5%

Part of the list above, as labelled records.
> CC(C)N1C(=O)/C(=C\c2nc3ccccc3c(=O)[nH]2)c2ccccc21
  Tau fibril ThT: 28µM*
  aGal spleen mod: 4%
  L3MBTL1 inh: ?
  Tau FP inhib: 15%
  TR SRC2 fluor cs: -2%
  ALDH1A1 block: 13µM*
  TRb-SRC2 inh: 6%
  Tau fluor counter: ?

> Cc1ccc(SC(C)C(=O)Nc2c(C)n(C)n(-c3ccccc3)c2=O)cc1 (stereo unspecified)
  Tau fibril ThT: -10%
  aGal spleen mod: 1%
  L3MBTL1 inh: .
  Tau FP inhib: -1%
  TR SRC2 fluor cs: -1%
  ALDH1A1 block: -1%
  TRb-SRC2 inh: 10%
  Tau fluor counter: -7%

(cont.)
SMILES,Tau fibril ThT,aGal spleen mod,L3MBTL1 inh,Tau FP inhib,TR SRC2 fluor cs,ALDH1A1 block,TRb-SRC2 inh,Tau fluor counter
Clc1ccc(Oc2cnns2)c(Cl)c1,-10%,-6%,.,-2%,-3%,-29%,-7%,-9%
Cc1ccc(CNC(=O)C(=O)NCC2OCCN2C(=O)c2ccc(Cl)cc2)cc1 (stereo unspecified),-13%,4%,1%,-2%,-1%,-5%,-7%,-15%
COc1cccc(/C=N/Nc2nc3ccccc3[nH]2)c1OC,?,6%,-25%,12%,-1%,.,-4%,-27%
COc1ccc(C2CC(c3c(-c4ccccc4)c4cc(Cl)ccc4[nH]c3=O)=NN2S(C)(=O)=O)cc1OC (stereo unspecified),-7%,-1%,-4%,-8%,-2%,?,-10%,?
CNc1nc(N(C)C)nc(N(C)C)n1,-12%,-3%,-1%,-6%,-1%,-3%,3%,-9%
CN(C)CCCNC(=S)Nc1ccc(Br)cc1,-5%,-4%,0%,1%,1%,.,3%,-3%
COc1ccc(C2SCCN2S(=O)(=O)c2ccccc2)cc1 (stereo unspecified),?,3%,14%,-11%,-1%,-5%,4%,?
COC(=O)Cc1c(C)c2c(OCc3nn[nH]n3)cc(C)cc2oc1=O,-5%,1%,11%,6%,-3%,?,-13%,3%
COC(=O)C(C)Sc1nc2c(cnn2-c2ccc(C)cc2)c(=O)[nH]1 (stereo unspecified),-11%,-5%,-7%,-5%,-5%,5%,-4%,-9%
C/C(=N\NC(=O)c1ccc2c(c1)OCCO2)c1ccccc1,-12%,3%,6%,2%,0%,.,5%,-7%
CC(=O)C(Cc1ccccc1)NC(=O)CCl (stereo unspecified),-3%,0%,.,-8%,-5%,22µM*,-10%,-3%
COc1ccc(N2CCN(CC(=O)Nc3ccc(-n4cnnn4)cc3)CC2)cc1,11%,0%,1%,-1%,0%,4%,13%,5%
Cn1c(=O)c2c(-c3cccc(F)c3)c3c(nc2n(C)c1=O)-c1ccccc1C3O (stereo unspecified),-12%,13%,-8%,-4%,-1%,2%,-1%,-3%
COC(=O)c1nnn(-c2nonc2N)c1CSc1nnc(N)s1,3%,-1%,.,-2%,1%,0%,6%,4%
COc1ccc(CNC(=O)COc2ccc([N+](=O)[O-])cc2)cc1,-6%,-6%,0%,0%,0%,-2%,-3%,-7%
O=C(NC(Cc1ccccc1)C(=O)O)/C(=C\c1ccco1)NC(=O)c1ccc(Br)cc1 (stereo unspecified),-4%,-11%,?,-2%,1%,7%,-7%,8%
COc1cccc(-n2cc3c(c2-c2ccccc2)c(=O)n(C)c(=O)n3C)c1,?,0%,-13%,-2%,0%,?,-12%,-13%
COc1ccc(C(=O)Nc2nnc(S(=O)(=O)N(C)c3ccc(Cl)cc3)s2)cc1OC,?,.,.,3%,-23%,.,0%,-15%

Some of the entries above, reformatted.
> Clc1ccc(Oc2cnns2)c(Cl)c1
  Tau fibril ThT = -10% | aGal spleen mod = -6% | L3MBTL1 inh = . | Tau FP inhib = -2% | TR SRC2 fluor cs = -3% | ALDH1A1 block = -29% | TRb-SRC2 inh = -7% | Tau fluor counter = -9%
> COc1ccc(C(=O)Nc2nnc(S(=O)(=O)N(C)c3ccc(Cl)cc3)s2)cc1OC
  Tau fibril ThT = ? | aGal spleen mod = . | L3MBTL1 inh = . | Tau FP inhib = 3% | TR SRC2 fluor cs = -23% | ALDH1A1 block = . | TRb-SRC2 inh = 0% | Tau fluor counter = -15%
